XIAP displacement: XIAP antagonists, biochemical, IAP family, fluorescence polarization (AID 1018). XIAP BIR domain, fluorescence polarization peptide displacement; higher % means a stronger effect. displacement, % at 20 µM, or IC50 in µM where a hit was titrated. hit rate 0.007% among 200,000; in the data active means displacement above about 50%; further: a part of the inactive calls stands beside numbers as strong as those of hits
human PMI inhibition: MPI enzyme activity inhibition – biochemical, fluorescence intensity, coupled assay, primary screen (AID 1209) | purified PMI enzyme, coupled fluorescence intensity; higher % means a stronger effect | inhibition, % at 20 µM, or IC50 in µM where a hit was titrated | hit rate 0.42% among 190,000;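 further: plate controls were DMSO vehicle for no effect and wells lacking substrate for full effect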
Siah-1 displacement: Siah-1 peptide-binding antagonists, primary screen, biochemical, fluorescence polarization, rhodamine-plectin, uHTS (AID 1817) | Siah-1 / rhodamine-plectin peptide fluorescence polarization; higher % means a stronger effect | displacement, % at 20 µM, or IC50 in µM where a hit was titrated | hit rate 0.02% among 290,000;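 active means displacement of at least 50% at 20 µM, with a fluorescence ratio check between 0.3 and a set limit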;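 further: plate controls were Siah plus tracer with DMSO for no effect and tracer alone without Siah for full effect; strong numbers were not always called active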
Salmonella PhoP GFP: PhoP-dependent GFP reporter repression – Salmonella Typhimurium, primary screen (AID 1863) | S. Typhimurium PhoP-regulated promoter GFP reporter, 4 h; higher % means a stronger effect | one-dose inhibition, % at 50 µM; IC50 in µM for titrated hits | hit rate 0.16% among 300,000;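 active means inhibition over 29.93%, a cutoff 3 SD above the screen mean, later confirmed by dose response; inconclusive means inhibition over 29.93% but no dose response follow-up; inactive means inhibition at most 29.93% or unconfirmed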;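 further: 0% = low Mg2+ inducing control and 100% = high Mg2+ repressing control; strong numbers were not always called active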
WT yeast gro inh: growth inhibition of WT yeast, mitochondrial fusion screen; mitochondrial fusion phenotypic screen, WT strain; hit rate 2.1% among 190,000; AID 1362; inhibition, % at 10 µM; in the data active means inhibition above about 58%; tested in S. cerevisiae
TNAP activators: stimulation of alkaline phosphatase TNAP activity – biochemical, luminescent, no phosphate acceptor, uHTS, primary screen (AID 1001); activation fold at 20 µM; hits with a dose series show EC50 in µM; purified TNAP, luminescent activation assay, no phosphate acceptor; higher activation fold means a stronger effect; hit rate 0.03% among 200,000; in the data active means activation fold from about 3, or a potency from the dose series; inactive means the rest, 99 in 100 with activation fold below about 1.6; further: many of its hits are not listed in these tables
human PMI inhibitors: human PMI inhibitors, high substrate, primary screen, biochemical, fluorescence intensity, high mannose 6-phosphate (AID 1220); hit rate 0.66% among 190,000; inhibition, % at 20 µM, or IC50 in µM where a hit was titrated; recombinant PMI enzyme, coupled fluorescence intensity; higher % means a stronger effect
RSV CPE inhibition: inhibition of RSV-induced cytopathic effect – HEp-2 cells, primary 10 µM value included (AID 2391) | HEp-2 cells, RSV-induced CPE inhibition; higher % means a stronger effect | CPE inhibition, % at 10 µM; hits with a dose series show IC50 in µM | hit rate 0.13% among 310,000; in the data active means a potency from the dose series; inconclusive means CPE inhibition mostly from about 23% at the one dose, without a potency; inactive means the rest, 99 in 100 with CPE inhibition below about 21%; further: strong numbers were not always called active
Myeloid diff 2: promotes myeloid progenitor differentiation. hit rate 1% among 360,000. calls only at 10 µM. ER-HoxA9 myeloid progenitors, lysozyme-GFP differentiation, flow cytometry. AID 624256;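 active means normalized GFP-positive differentiation at or above the plate's own cutoff, the solvent-only control mean plus 3 SD; inconclusive means no clear call, values can overlap the other calls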;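 further: cells exposed to compound for four days before flow analysis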
WT yeast gro inh mutant strain: second read-out of WT yeast gro inh, no call of its own (marks repeat the call); inhibition, %; mitochondrial fusion phenotypic screen, mutant strain inhibition
Myeloid diff 2 GFP+ MAC1+ %: second read-out of Myeloid diff 2, no call of its own (marks repeat the call); GFP+ MAC1+ double positive, %; measured here: differentiation confirmed by MAC1 staining
* hit, by the source's call; i = inactive; ? = inconclusive; / = no result given. Unless noted, no stated cut-off is given here; in the data, active means inhibition above about 50%; inactive means the rest.

1: Cc1nc(NC(=O)CN2CCN(c3cccc(Cl)c3)CC2)sc1C(=O)N(C)C
2: COc1ccc(NC(=O)c2cc([N+](=O)[O-])ccc2NC(=O)CNCc2ccccn2)c(OC)c1
3: CC(C)CNc1oc(-c2ccccc2Cl)nc1C#N
4: Cc1ccccc1OCCNC(=O)c1ccco1
5: COc1ccccc1C(=O)N1CCN(CCNC(=O)C(=O)Nc2ccc(Br)c(C)c2)CC1
6: COc1ccccc1OCCn1cc(C#N)c2ccccc21
7: O=C(c1ccccc1)c1sc(N2CCCCCC2)nc1-c1ccccc1
8: Brc1ccc(C=Nc2ccc3c(c2)OCCOCCOCCO3)s1
Assay by compound,1,2,3,4,5,6,7,8
XIAP displacement,/,/,-2.2%,/,/,-4.5%,-1.7%,-6.0%
human PMI inhibition,/,/,15%,/,/,5%,14%,6%
Siah-1 displacement,2%,8%,6%,-3%,6%,0%,5%,-1%
Salmonella PhoP GFP,-5%,14%,4%,2%,-1%,-4%,3%,21%
WT yeast gro inh,/,/,12,/,/,-2,6,2
WT yeast gro inh mutant strain,/,/,32,/,/,-17,-12,13
TNAP activators,/,/,1.1,/,/,1.1,1.1,1
human PMI inhibitors,/,/,10%,/,/,6%,7%,33%
RSV CPE inhibition,4.4%,1.1%,17%,1.3%,16%,2.0%,39%,0.5%
Myeloid diff 2,i,i,i,i,i,i,i,i
Myeloid diff 2 GFP+ MAC1+ %,0.8,0.5,0.4,4.8,1.3,0.4,0.1,1.2

Shown field by field: entries from further up
5) COc1ccccc1C(=O)N1CCN(CCNC(=O)C(=O)Nc2ccc(Br)c(C)c2)CC1
  XIAP displacement: /
  human PMI inhibition: /
  Siah-1 displacement: 6%
  Salmonella PhoP GFP: -1%
  WT yeast gro inh: /
  WT yeast gro inh mutant strain: /
  TNAP activators: /
  human PMI inhibitors: /
  RSV CPE inhibition: 16%
  Myeloid diff 2: i
  Myeloid diff 2 GFP+ MAC1+ %: 1.3
6) COc1ccccc1OCCn1cc(C#N)c2ccccc21
  XIAP displacement: -4.5%
  human PMI inhibition: 5%
  Siah-1 displacement: 0%
  Salmonella PhoP GFP: -4%
  WT yeast gro inh: -2
  WT yeast gro inh mutant strain: -17
  TNAP activators: 1.1
  human PMI inhibitors: 6%
  RSV CPE inhibition: 2.0%
  Myeloid diff 2: i
  Myeloid diff 2 GFP+ MAC1+ %: 0.4
7) O=C(c1ccccc1)c1sc(N2CCCCCC2)nc1-c1ccccc1
  XIAP displacement: -1.7%
  human PMI inhibition: 14%
  Siah-1 displacement: 5%
  Salmonella PhoP GFP: 3%
  WT yeast gro inh: 6
  WT yeast gro inh mutant strain: -12
  TNAP activators: 1.1
  human PMI inhibitors: 7%
  RSV CPE inhibition: 39%
  Myeloid diff 2: i
  Myeloid diff 2 GFP+ MAC1+ %: 0.1

New compounds follow
9: Cc1nn(-c2ccccc2)c(C)c1C(=O)OC/C(O)=C(\C#N)c1nc2ccccc2[nH]1
10: COC(=O)c1cc(OC)c(OC)cc1NC(=O)c1ccc(OC)c(OC)c1
11: O=C(O)CSc1cccc[n+]1[O-]
12: Cc1cc(-c2c(C)[nH]n(-c3ccc(Cl)cc3)c2=O)n(-c2ccccc2)n1
13: COc1ccc(C(=O)Nc2ccc(F)cc2F)cc1OC
14: CCN(Cc1ccccc1)C(c1ccccn1)c1nnnn1C(C)(C)CC (stereo unspecified)
15: Cc1ccccc1-n1ncc2c1CC(C)(C)CC2NC(=O)c1cn[nH]c1C (stereo unspecified)
16: CC1=C(C(=O)OC(C)C)C(/C=C/c2ccccc2)NC(=O)N1 (stereo unspecified)
Assay by compound,9,10,11,12,13,14,15,16
XIAP displacement,-8.6%,-5.5%,4.5%,-7.4%,-1.8%,0.0%,/,1.2%
human PMI inhibition,-15%,8%,2%,2%,-4%,6%,/,-1%
Siah-1 displacement,-12%,4%,-3%,-3%,1%,3%,12%,0%
Salmonella PhoP GFP,31%,1%,-3%,-9%,5%,5%,-6%,/
WT yeast gro inh,-2,-3,-8,4,-10,-9,/,/
WT yeast gro inh mutant strain,27,-17,12,6,1,25,/,/
TNAP activators,1.1,1.2,1.1,1,1.1,1.1,/,1.1
human PMI inhibitors,7%,5%,2%,5%,-6%,3%,/,3%
RSV CPE inhibition,7.9%,3.4%,-0.6%,2.4%,2.3%,4.0%,2.4%,2.0%
Myeloid diff 2,i,i,i,i,i,i,i,i
Myeloid diff 2 GFP+ MAC1+ %,2.0,1.4,1.9,1.0,0.9,1.3,1.2,0.7

17: C=CCNc1oc(-c2ccco2)nc1S(=O)(=O)c1ccccc1
18: Cc1cc(N)n(-c2ccccc2)n1
19: CCCc1cc(=O)[nH]c(SCC(=O)Nc2ccc(Br)cc2Br)n1
20: Cc1[nH]c2ccccc2c1CN1CCN(c2ccccn2)CC1
21: O=C(NNC1=C(C(=O)C(F)(F)F)CCC1)c1ccccc1Cl
22: CCOC(=O)C1CCN(C(=O)CCCOc2ccccc2)CC1
23: O=C1CSC(c2ccccc2F)N1CCN1CCCCC1 (stereo unspecified)
24: O=C(NCCN1CCCCC1)Nc1ccc(Cl)cc1
Assay by compound,17,18,19,20,21,22,23,24
XIAP displacement,/,-4.1%,-5.8%,/,-4.6%,-3.6%,1.7%,/
human PMI inhibition,/,3%,16%,/,-34%,9%,-5%,/
Siah-1 displacement,-4%,5%,4%,-1%,-2%,4%,4%,4%
Salmonella PhoP GFP,11%,-3%,-2%,-9%,19%,0%,-3%,10%
WT yeast gro inh,/,6,-15,/,21,5,-2,/
WT yeast gro inh mutant strain,/,14,-1,/,18,1,-2,/
TNAP activators,/,1.1,1.1,/,1.1,1.1,1.1,/
human PMI inhibitors,/,-6%,10%,/,-34%,5%,0%,/
RSV CPE inhibition,0.6%,1.2%,9.0%,1.4%,7.2%,0.9%,2.0%,0.3%
Myeloid diff 2,?,i,i,i,i,i,i,i
Myeloid diff 2 GFP+ MAC1+ %,/,0.4,0.4,0.7,1.5,0.7,0.9,0.1

25: Cc1ccc(NC(=O)C2CCCN2C(=O)OC(C)(C)C)cc1C (stereo unspecified)
26: COc1ccc(-c2nn(CCC#N)cc2C(=O)Nc2cccc(C(=O)O)c2)cc1[N+](=O)[O-]
27: CCC(=O)Nc1ccc(SC#N)cc1C
28: O=C(Nc1ccccc1Cl)Nc1cccnc1Cl
29: O=C(N/N=C\c1ccc(O)c([N+](=O)[O-])c1)C1COc2ccccc2O1 (stereo unspecified)
30: COc1cccc(-n2c([S-])c(C(=O)Nc3ccc(S(=O)(=O)N4CCOCC4)cc3)[n+]3cc(C(N)=O)ccc23)c1
31: CCOc1ccc(C2C3=C(CCCC3=O)N(CC(=O)O)C3=C2C(=O)CCC3)cc1
32: COc1cccc(C(=O)N2CCN(Cc3ccccn3)CC2)c1OC
Assay by compound,25,26,27,28,29,30,31,32
XIAP displacement,/,/,-2.5%,-1.5%,/,/,/,-3.9%
human PMI inhibition,/,/,9%,-5%,/,/,/,14%
Siah-1 displacement,3%,4%,-1%,9%,-4%,0%,-2%,0%
Salmonella PhoP GFP,-3%,0%,-14%,-3%,-12%,-14%,-4%,-3%
WT yeast gro inh,/,/,-40,-11,/,/,/,-16
WT yeast gro inh mutant strain,/,/,14,2,/,/,/,-6
TNAP activators,/,/,1,1.1,/,/,/,1.1
human PMI inhibitors,/,/,3%,-4%,/,/,/,0%
RSV CPE inhibition,2.2%,0.7%,-1.0%,13%,0.8%,2.2%,0.9%,-0.7%
Myeloid diff 2,i,?,i,i,i,i,i,i
Myeloid diff 2 GFP+ MAC1+ %,0.5,/,2.1,0.9,0.0,0.1,0.6,0.7

33: COc1ccc(Cl)cc1S(=O)(=O)N(C)CC(=O)NCCCn1ccnc1
34: Cc1ccn2c(NC(C)(C)C)c(-c3cccs3)nc2c1
35: COc1ccc(C(C)NC(=O)CC23CC4CC(CC(C4)C2)C3)cc1 (stereo unspecified)
36: O=C(C[n+]1ccc(C(=O)NCc2ccccc2)cc1)c1ccc(Cl)cc1
37: O=C(Nc1ccc2c(c1)OCO2)C1CCN(C(=O)c2cccs2)CC1
38: COc1ccccc1NS(=O)(=O)c1cccc(NC(=O)NCCCl)c1
39: CC(=O)N1N=C(c2cccc(Cl)c2)OC1c1ccc(C(C)C)cc1 (stereo unspecified)
40: Cc1cc2c(=O)n(Cc3ccco3)c(SCC(=O)NCc3ccco3)nc2s1
Assay by compound,33,34,35,36,37,38,39,40
XIAP displacement,/,2.7%,/,/,-2.9%,/,-1.4%,-2.7%
human PMI inhibition,/,-2%,/,/,1%,/,12%,12%
Siah-1 displacement,14%,2%,-2%,-3%,-4%,4%,2%,3%
Salmonella PhoP GFP,4%,-4%,3%,-8%,-10%,-12%,3%,-5%
WT yeast gro inh,/,25,/,/,-19,/,78*,-19
WT yeast gro inh mutant strain,/,37,/,/,5,/,48*,-9
TNAP activators,/,1.1,/,/,1,/,1.1,1.2
human PMI inhibitors,/,3%,/,/,8%,/,4%,10%
RSV CPE inhibition,1.4%,-0.2%,-0.4%,2.0%,/,2.7%,1.4%,0.7%
Myeloid diff 2,i,i,i,i,i,i,i,i
Myeloid diff 2 GFP+ MAC1+ %,1.8,0.2,0.7,1.0,0.9,0.4,1.1,6.3

41: CC(C)CNC(=S)N1CCC(C(=O)c2ccc3c(c2)OCCO3)CC1
42: CCOC(=O)c1ccccc1N/C=C1\CCCC1=O
43: COc1ccc(Nc2nccc(-c3ccc([N+](=O)[O-])cc3)n2)cc1
44: NC(=O)C1(N2CCCCC2)CCN(C(=S)Nc2cccc(Cl)c2)CC1
45: Cc1ccc(S(=O)(=O)Oc2ccccc2N2C(=O)C3CC=CCC3C2=O)cc1 (stereo unspecified)
46: CSc1nnc2ccc(-c3cccs3)nn12
47: COc1ccc(CCNc2c(N)n(Cc3ccccc3)c(=O)[nH]c2=O)cc1OC
48: CC(C)(C)CC(=O)NCCc1csc(-c2ccccc2)n1
49: Cc1ccc2nc(NC(=S)NC(=O)c3ccco3)sc2c1
50: Cc1ccccc1/C=C1\C(=O)Nc2ccc(F)cc21
Assay by compound,41,42,43,44,45,46,47,48,49,50
XIAP displacement,-5.1%,-5.9%,/,-2.5%,-16%,0.2%,-2.9%,/,-0.2%,/
human PMI inhibition,6%,-31%,/,6%,0%,-6%,17%,/,0%,/
Siah-1 displacement,2%,18%,-2%,1%,-1%,-4%,3%,-4%,6%,6%
Salmonella PhoP GFP,5%,7%,12%,9%,11%,0%,-24%,3%,-1%,1%
WT yeast gro inh,11,10,/,8,7,-2,-5,/,16,/
WT yeast gro inh mutant strain,-6,16,/,4,-10,-2,45,/,-10,/
TNAP activators,1,1,/,1,1.1,1.1,1.1,/,0.8,/
human PMI inhibitors,4%,-34%,/,8%,-4%,-1%,14%,/,0%,/
RSV CPE inhibition,1.4%,-1.1%,2.2%,10%,0.1%,16%,1.4%,0.1%,-0.5%,15%
Myeloid diff 2,i,i,i,i,i,i,i,i,i,i
Myeloid diff 2 GFP+ MAC1+ %,0.2,0.6,0.2,0.4,0.8,0.5,0.4,0.5,0.0,0.2

Compound activity: PubChem BioAssay, several laboratories
